Bioassay records from PubChem.
SENP8 block = blocks human SENP8 cleavage of Nedd8 substrate; Q96LD8; recombinant SENP8, Nedd8 substrate fluorescence; inhibition, % at 20 µM; 0.64% of 360,000 active; in the data active means inhibition mostly above about 40%, no sharp cut-off; inactive means mostly below about 27%
Target sequence (Q96LD8 whole entry, looked up): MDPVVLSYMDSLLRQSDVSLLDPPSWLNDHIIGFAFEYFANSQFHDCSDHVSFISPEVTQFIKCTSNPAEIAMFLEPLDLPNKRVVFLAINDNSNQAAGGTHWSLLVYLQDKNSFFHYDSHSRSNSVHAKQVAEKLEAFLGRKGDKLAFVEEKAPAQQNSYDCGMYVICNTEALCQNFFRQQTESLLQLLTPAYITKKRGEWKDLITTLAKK
SENP7 block = SENP7 protease inhibition; Q9BQF6; recombinant SENP7, Z-RLRGG-aminoluciferin luminescence, 40 min; inhibition, % at 5 µM; 1.5% of 330,000 active; AID 434973;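 active means inhibition above about 50% at the single test dose, limit read from the data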;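 further: plate controls were DMSO with enzyme for no effect and no enzyme buffer wells for full effect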
PfGluPho inh = PfG6PD (Plasmodium falciparum) enzyme inhibition; PfGluPho enzyme, NADPH resazurin-diaphorase fluorescence; inhibition, % at 20 µM; 0.78% of 350,000 active; AID 504690;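 active means inhibition reaching at least a set limit at 20 µM in the primary screen, cut at about 59% in these data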;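 further: 0% = DMSO wells with substrate and 100% = DMSO wells lacking glucose-6-phosphate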
ATG4B inhibitor = inhibitors of human ATG4B cysteine protease | Q9Y4P1 | ATG4B cleavage of LC3-PLA2, NBD-HPC fluorescence, 1 h | inhibition, % at 8.33 µM | 0.51% of 340,000 active | AID 504462; in the data active means inhibition above about 40%
HKDC1 inh = blocks human hexokinase HKDC1 activity; Q2TB90; recombinant HKDC1, G6PDH/diaphorase resazurin coupled fluorescence; inhibition, % at 20 µM; 0.16% of 340,000 active; AID 493160;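 active means inhibition above about 35% when tested at 20 µM, limit read from the data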;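 further: plate controls were DMSO wells with enzyme for no effect and DMSO wells lacking enzyme for full effect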
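test system = in-house recombinant HK5 (HKDC1) enzyme | amount = HKDC1 at 5 µg/mL | control set = DMSO-enzyme wells negative, buffer-substituted wells positive | compound = one dose of 20 µM, 1% DMSO | schedule = reaction time 90 min, room temperature, protected from light | technique = resorufin fluorescence at 613 nm | reagent = glucose with 1 mM ATP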
NR3A LBD binder = modulates the human NR3A ligand-binding domain; NR3A LBD differential scanning fluorimetry, Tm shift; 0% = protein alone, 100% = glycine-bound protein; Tm shift relative to glycine control, % at 25 µM; 2.5% of 340,000 active; AID 1259313;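 active means melting temperature shift of at least 10% of the positive control shift, at one fixed dose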
SENP6 block = SENP6 protease inhibition; Q9GZR1; Recombinant SENP6 catalytic domain, aminoluciferin luminescence; inhibition, % at 10 µM; 1.8% of 330,000 active;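 active means inhibition above about 50% at the single tested dose, limit read from the data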;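 further: plate controls were DMSO wells with enzyme for no effect and DMSO wells lacking enzyme for full effect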
Target sequence (Q9GZR1 628-1112 limits assumed): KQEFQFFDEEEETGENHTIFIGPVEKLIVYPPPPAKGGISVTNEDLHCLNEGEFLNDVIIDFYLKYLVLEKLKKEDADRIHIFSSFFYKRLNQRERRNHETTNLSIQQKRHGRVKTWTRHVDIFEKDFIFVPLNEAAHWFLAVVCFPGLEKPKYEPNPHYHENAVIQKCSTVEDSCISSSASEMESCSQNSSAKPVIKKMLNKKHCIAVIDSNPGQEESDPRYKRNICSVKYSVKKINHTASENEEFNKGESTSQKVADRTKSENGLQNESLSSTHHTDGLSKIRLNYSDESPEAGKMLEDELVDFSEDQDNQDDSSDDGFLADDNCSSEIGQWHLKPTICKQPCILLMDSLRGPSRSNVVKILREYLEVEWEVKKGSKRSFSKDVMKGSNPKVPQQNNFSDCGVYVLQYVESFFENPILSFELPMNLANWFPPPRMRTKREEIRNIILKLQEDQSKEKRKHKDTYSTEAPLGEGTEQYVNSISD
MPTP block = inhibitors of mitochondrial permeability transition pore. inhibition, % at 10 µM. AID 602449. 1.4% of 360,000 active. isolated mouse mitochondria, Ca2+ swelling absorbance, 30 min;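 active means inhibition of 50% or more, scaled per plate between neutral and stimulator controls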;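 further: 0% = DMSO wells given calcium and 100% = 1 mM EGTA wells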
* = called active by the depositor; . = no result given; & = joins results of further samples. This is a subset; the hit share may differ from the screen's.

SMILES	SENP8 block	SENP7 block	PfGluPho inh	ATG4B inhibitor	HKDC1 inh	NR3A LBD binder	SENP6 block	MPTP block
Cc1ccc(CN2CCN(Cc3cccc4nccnc34)CC2CCO)cc1 (stereo not given)	26	11	-17	2	9	-1	-14	-0.1
COc1ccc(C(=O)CC(=O)c2ccc(C(C)(C)C)cc2)cc1	-15	.	-9	-4	-7	-14	.	-0.1
CC[n+]1c(C)sc2cc(OC)ccc21	-7	10	38	-8	-7	-1	-2	2.1
C1CCC(C(CC2CCCCN2)C2CCCCC2)CC1 (stereo not given)	19&11	8	-7&3	10&4	-5&-5	-2&-3	-9	82*
C=CC1=C(C(=O)O)N2C(=O)[C@@H](NC(=O)/C(=N\O)c3csc(N)n3)[C@H]2SC1 (stereo in doubt)	3	-9	-3	5	11	1	-24	-1.2
OC(C#CCN1CCCC1)(c1ccccc1)c1ccccc1	6	11	-1	5	-3	4	-10	1.0
CC(=O)OCC1=C[C@@H]2OC(=O)C3=CO[C@@H](O[C@@H]4O[C@H](CO)[C@@H](O)[C@H](O)[C@H]4O)[C@H]1[C@@H]32	21	2	-11	13	-1	0	-2	-2.9
CC(=O)c1ccc2c(c1)N(CCCN(C)C)c1ccccc1S2	6	.	11	-1	-3	2	.	29
CCC(C)n1ncn(-c2ccc(N3CCN(c4ccc(OCC5COC(Cn6cncn6)(c6ccc(Cl)cc6Cl)O5)cc4)CC3)cc2)c1=O (stereo not given)	9	1	-28	2	-13	1	6	3.0
CN1CCN(C(c2ccccc2)c2ccccc2)CC1	4	-4	-6	5	-1	0	-14	-0.9
CC[N+](C)(CC)CCOC(=O)C(O)(c1ccccc1)C1CCCCC1 (stereo not given)	15	-3	-1	2	-5	2	-12	-1.7
C[C@]12CCC(=O)C=C1CC[C@@H]1[C@@H]2CC[C@@]2(C)[C@H]1CC[C@]2(O)C(=O)CO	3	4	-16	-9	-2	-3	-1	-1.2
CC(COc1ccccc1)NC(C)C(O)c1ccc(O)cc1 (stereo not given)	2	-3	3	-3	-4	3	-16	2.2
CCN(CC)CCNC(=O)c1cc(Cl)c(N)cc1OC	-7	4	-17	8	-3	-2	-6	-1.8
COc1cc2c(c(OC)c1OC)-c1c(cc3c(c1OC)OCO3)[C@@H](OC(C)=O)[C@H](C)[C@H](C)C2	15	-3	13	-20	-1	-2	-6	-0.8
c1ccc(CC2=NCCN2)cc1	5	-6	-1	1	-7	0	-3	-2.2
CCOc1ccccc1C(N)=O	-2	.	12	-2	-3	-1	.	1.3
O=C(CCNNC(=O)c1ccncc1)NCc1ccccc1	10	6	-12	-7	-4	-2	-5	-0.3
CCN(CC)CCOC(=O)C1(c2ccccc2)CCCC1	12	2	-9	-10	-10	-1	3	0.1
CCCCCCO	4	-4	7	3	-1	2	-11	-0.9
NC(=O)c1cccc(-c2cc(Nc3ccc(OC(F)(F)F)cc3)ncn2)c1	-490	-15	25	9	0	25*	-23	3.2
O=C(NCCc1c[nH]c2ccccc12)c1cccnc1	0	8	4	-9	1	-8	-8	3.1
CC1(C)Cc2c(sc(NC(=S)NC(=O)c3ccccc3)c2C(=O)O)CO1	17	5	-12	41*	1	-4	6	1.4
CCCn1cnc2c1c(=O)n(CCCCC(C)=O)c(=O)n2C	21	4	-12	2	-7	-3	3	-1.0
Cc1cc(-c2ccccc2)nnc1NCCN1CCOCC1	10	0	6	-7	-3	-1	-1	-1.2

6 compounds from above, reduced to SENP8 block and SENP6 block:
| Molecule | SENP8 block | SENP6 block |
| --- | --- | --- |
| OC(C#CCN1CCCC1)(c1ccccc1)c1ccccc1 | 6 | -10 |
| O=C(NCCc1c[nH]c2ccccc12)c1cccnc1 | 0 | -8 |
| CC1(C)Cc2c(sc(NC(=S)NC(=O)c3ccccc3)c2C(=O)O)CO1 | 17 | 6 |
| CCOc1ccccc1C(N)=O | -2 | . |
| CCN(CC)CCOC(=O)C1(c2ccccc2)CCCC1 | 12 | 3 |
| CCCCCCO | 4 | -11 |

Among those listed so far, these contain a carbonyl joined to an NH by a bond outside any ring:
SMILES	SENP8 block	SENP7 block	PfGluPho inh	ATG4B inhibitor	HKDC1 inh	NR3A LBD binder	SENP6 block	MPTP block
C=CC1=C(C(=O)O)N2C(=O)[C@@H](NC(=O)/C(=N\O)c3csc(N)n3)[C@H]2SC1 (stereo in doubt)	3	-9	-3	5	11	1	-24	-1.2
CCN(CC)CCNC(=O)c1cc(Cl)c(N)cc1OC	-7	4	-17	8	-3	-2	-6	-1.8
CCOc1ccccc1C(N)=O	-2	.	12	-2	-3	-1	.	1.3
O=C(CCNNC(=O)c1ccncc1)NCc1ccccc1	10	6	-12	-7	-4	-2	-5	-0.3
NC(=O)c1cccc(-c2cc(Nc3ccc(OC(F)(F)F)cc3)ncn2)c1	-490	-15	25	9	0	25*	-23	3.2
O=C(NCCc1c[nH]c2ccccc12)c1cccnc1	0	8	4	-9	1	-8	-8	3.1
CC1(C)Cc2c(sc(NC(=S)NC(=O)c3ccccc3)c2C(=O)O)CO1	17	5	-12	41*	1	-4	6	1.4

Next results follow:
SMILES	SENP8 block	SENP7 block	PfGluPho inh	ATG4B inhibitor	HKDC1 inh	NR3A LBD binder	SENP6 block	MPTP block
Cc1c(NC(=O)c2cccnc2)c(=O)n(-c2ccccc2)n1C	13	-6	-11	4	-2	-2	5	1.1
CC(C(=O)O)c1ccc(C(=O)c2cccs2)cc1 (stereo not given)	6	-13	-3	-5	-1	-1	-10	-1.6
Cc1cc(Nc2cc(N3CCN(C)CC3)nc(Sc3ccc(NC(=O)C4CC4)cc3)n2)n[nH]1	2	5	16	-14	4	-3	-7	-2.9
CC(=O)c1ccc(S(=O)(=O)NC(=O)NC2CCCCC2)cc1	-6	-3	-28	4	-7	0	5	1.0
CC(=O)NC(Cc1ccccc1)C(=O)O (stereo not given)	-6	-9	-7	-15	1	-2	-2	-0.1
Cc1nc2ccccn2c(=O)c1CCN1CCC(C(=O)c2ccc(F)cc2)CC1	-114	8	8	-3	-5	-2	17	-3.6
CN1CCN(CCC(=O)N2c3ccccc3Sc3ccc(C(F)(F)F)cc32)CC1	15	-12	2	-10	-10	-4	-15	0.6
C/C=C(/C)C(=O)O[C@@H]1c2c(ccc3ccc(=O)oc23)OC(C)(C)[C@@H]1OC(=O)/C(C)=C\C	-50	-9	0	-2	-40	4	-18	0.1
COc1ccccc1N1CCN(CCCNc2cc(=O)n(C)c(=O)n2C)CC1	24	2	10	.	.	.	-4	-0.9
CCOC(=O)c1ccc(N)cc1	5	2	6	-1	-6	3	5	-2.5
COc1ccc(C(=O)NCc2ccc(OCCN(C)C)cc2)cc1OC	5	13	6	-7	-6	-3	2	-1.9
CC12CCC(CC1)C(C)(C)O2	35	.	-4	-6	2	0	.	-2.6
CCc1cc(=O)oc2c(CNC(Cc3ccccc3)C(=O)O)c(O)ccc12 (stereo not given)	.	3	-8	1	1	0	3	.
Cn1c(=O)c2c(ncn2CC2OCCO2)n(C)c1=O	14	7	-16	3	2	2	-26	0.1
CCOc1ccc(C(=O)OCCN(CC)CC)cc1	14	15	11	-2	-4	0	-10	1.6
CCOc1ccc(NC(=O)Cn2cc(C(=O)c3ccco3)c3ccccc32)cc1	-57	3	6	6	-11	-1	-7	4.0
NC(=O)c1cn(Cc2c(F)cccc2F)nn1	3	-3	12	-1	-3	1	-18	-0.7
CC(=O)Nc1ccc(C(=O)O)cc1	46*	-1	-12	-17	-4	-3	-13	0.1
O=C(CCN1CCC(c2ccccc2)C1)c1ccc2c(c1)OCCO2 (stereo not given)	7	3	8	9	-8	-1	-12	0.4
CCCNC(C)C(=O)Nc1c(C)csc1C(=O)OC (stereo not given)	4	9	3	-12	0	2	3	-4.5
COc1ccc(/C=C/C(=O)Nc2ccccc2C(=O)O)cc1OC	-46	17	15	1	-2	6	72*	-0.5

A stretch taken from the entries so far:
SMILES	SENP8 block	SENP7 block	PfGluPho inh	ATG4B inhibitor	HKDC1 inh	NR3A LBD binder	SENP6 block	MPTP block
O=C(CCN1CCC(c2ccccc2)C1)c1ccc2c(c1)OCCO2 (stereo not given)	7	3	8	9	-8	-1	-12	0.4
CCCNC(C)C(=O)Nc1c(C)csc1C(=O)OC (stereo not given)	4	9	3	-12	0	2	3	-4.5
COc1ccc(/C=C/C(=O)Nc2ccccc2C(=O)O)cc1OC	-46	17	15	1	-2	6	72*	-0.5
